Screens deposited in PubChem by National Center for Advancing Translational Sciences (NCATS).
HT1080 IDH1KD tx: kills HT-1080 cells with IDH1 knockdown. Potency, µM (titrated, usually from 46.1 µM), without a hit: at the highest dose activity, negative = toxicity, hits mostly cytotoxic. HT-1080 IDH1 knockdown viability, ATP luminescence, 48 h. 360,000 compounds, 2% hits. AID 686971;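 note: potency is the fitted concentration of half-maximal effect; 0% = DMSO wells and -100% = cell-free medium wells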
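After a 2 h attachment period, IDH1KD HT-1080 cells took pin-transferred compound for 48 h at 37 °C; ATP-based luminescence after 10 min room-temperature reagent incubation reported viability.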
HT1080NT lethal: kills 2HG-producing HT-1080-NT fibrosarcoma cells. HT-1080-NT fibrosarcoma viability, CellTiter-Glo ATP luminescence, 48 h. Potency, µM (doses to about 46.1 µM), inactives show at the highest dose activity, negative = less viability, usual class: cytotoxic. 360,000 compounds, 1.6% hits;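 note: NT is the 2HG producing partner of a matched IDH1 knockdown line; potency is the fitted concentration of half-maximal effect; 0% = DMSO-treated cells and -100% = media-only wells without cells; nearly all actives have a fitted effect of over 55% in size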
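Fibrosarcoma NT cells, 750 per well in 5% FBS RPMI, were exposed to compound for 48 hours. Viability: CellTiter-Glo luminescence.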
D3 ag: agonists of human D3 dopamine receptor. P35462. D3R DiscoveRx beta-arrestin cells, luminescence, 90 min. max activation, %. 410,000 compounds, 0.58% hits; in the data active = max activation above about 30%; note: 0% is about no effect; mostly tested at two doses, the higher about 12 µM
Target sequence (P35462 whole entry, looked up): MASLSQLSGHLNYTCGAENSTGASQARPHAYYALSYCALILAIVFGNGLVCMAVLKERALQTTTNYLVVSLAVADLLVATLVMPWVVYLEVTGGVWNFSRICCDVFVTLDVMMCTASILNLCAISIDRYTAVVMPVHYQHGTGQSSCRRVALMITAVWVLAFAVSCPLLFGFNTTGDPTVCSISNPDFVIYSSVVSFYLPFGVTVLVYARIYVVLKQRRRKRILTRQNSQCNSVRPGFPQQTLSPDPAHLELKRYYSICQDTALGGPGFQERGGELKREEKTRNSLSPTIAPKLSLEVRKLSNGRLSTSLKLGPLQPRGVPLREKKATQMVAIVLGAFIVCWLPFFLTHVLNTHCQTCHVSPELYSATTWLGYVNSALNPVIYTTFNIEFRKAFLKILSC
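Agonist-mode cell screen: cells plated at 1500/well and incubated overnight at 37 °C, then exposed to library compounds for 90 min at 37 °C. Detection reagent was added for 30–60 min at room temperature, and luminescence was read.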
SW480 rerep: DNA re-replication induction in SW480 cells; SW480 DNA re-replication, Hoechst DNA content imaging, 48 h; Potency, µM (series often up to 46.1 µM), for inactives: top-dose re-replication activation, actives largely listed as activators; 340,000 compounds, 1.8% hits; AID 624297; note: potency is the fitted concentration of half-maximal effect; % of control where 0% means no effect; nearly all actives have a fitted effect of over 55% in size
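Per well, 250 cells were exposed to pinned compound for 48 hr. Nuclear DNA was visualised with Hoechst (40 min, 37 C) and total object intensity recorded by fluorescence scanning.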
KB-V1 cytotox: KB-V1 MDR subline cytotoxicity | Potency, µM (doses to about 46.1 µM), without a hit: top-dose activity change, negative = cytotoxicity, most hits filed as cytotoxic | KB-V1 MDR cells viability, CellTiter-Glo, 72 h | 400,000 compounds, 3.4% hits | AID 1347076; note: potency is the fitted concentration of half-maximal effect; % is set by controls: 0 for no effect and ±100 for the full control effect; nearly all actives have a fitted effect of over 60% in size
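Cytotoxicity via CellTiter-Glo luminescence after 72 h compound exposure at 37 degrees C. Cells: drug-selected KB-V1 line, DMEM phenol-red free plus 10% FBS. Compounds tested at multiple concentrations; normalized data fitted to concentration-effect curves.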
KB-3-1 tox: KB-3-1 parental cell cytotoxicity | KB-3-1 viability, CellTiter-Glo ATP luminescence, 72 h | Potency, µM (doses to about 46.1 µM), inactives show at the top dose activity change, negative = cytotoxic, hits mostly cytotoxic | 400,000 compounds, 1.4% hits; note: potency is the fitted concentration of half-maximal effect; % is set by controls: 0 for no effect and ±100 for the full control effect; nearly all actives have a fitted effect of over 60% in size
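Cells are dispensed, compounds pinned in, plates held at 37 °C for 72 h, then CellTiter-Glo is added and luminescence read after 10 minutes. Cell line: parental KB-3-1 in phenol-red-free DMEM, 10% FBS.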
MCF10A rerep: DNA re-replication induction in MCF 10a cells; MCF 10A DNA re-replication, Hoechst nuclear intensity, 48 h; Potency, µM (top dose mostly 46.1 µM), inactives show top-dose activity, positive = re-replication, actives largely listed as activators; 350,000 compounds, 2.9% hits; AID 624296; note: potency is the fitted concentration of half-maximal effect; % of control where 0% means no effect; nearly all actives have a fitted effect of over 50% in size
GLP1R cytotox: cytotoxicity counter-screen for GLP-1 receptor inverse agonists. HEK293 cAMP-luciferase reporter cells, luminescence, 24 h. 410,000 compounds, 0.13% hits. Potency, µM (doses to about 38.3 µM), for inactives: at the highest dose activity change, negative = inhibition, actives largely listed as inhibitors. AID 624418;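 note: loss of luciferase light is scored as toxicity; potency is the fitted concentration of half-maximal effect; % is set by controls: 0 for no effect and ±100 for the full control effect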
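Here, cytotoxicity is scored as loss of luminescence. The MLSMR collection was tested on cells seeded in medium containing 10% Nu serum, with a 24 hr compound exposure preceded by 12 hours of culture.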
IL1B secr inh: inhibitors of inflammasome signaling (IL-1 beta secretion); THP-1 LPS/ATP IL-1B secretion, AlphaLISA, 16 h; active compounds read low; activity change, % at 57.5 µM; 360,000 compounds, 4.7% hits; AID 743279; in the data active = activity change below about -50%; inconclusive = mostly about -30% to -49%; note: % is set by controls: 0 for no effect and ±100 for the full control effect
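THP-1 cells pretreated 1 hr with compounds (up to 57.5 uM final), then stimulated with LPS (250 ng/mL final) plus ATP (1.25 mM final); secreted IL-1B measured by AlphaLISA after 16 hr, decreased signal indicating inhibition.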
Numbers without * were called inactive; u = inconclusive; x = no result given; [ ] = dose if it differs, or a comment. Unless noted, calls come from the whole dose curve; as a rule, active = well fitted curve in the direction sought with a large enough effect; inconclusive = small, poorly fitted or top-dose-only effect, or another doubt; inactive = no such curve, though single readings can be large; an effect the other way counts as inactive or inconclusive.

no.	mol	HT1080 IDH1KD tx	HT1080NT lethal	D3 ag	SW480 rerep	KB-V1 cytotox	KB-3-1 tox	MCF10A rerep	GLP1R cytotox	IL1B secr inh
1	Cc1ccccc1C(=O)NCc1nnc(SCC(=O)N2CCN(c3ccccc3)CC2)n1C	8%	11%	-3	2%	0%	10%	11%	-10%	12
2	O=C(NCc1ccc2c(c1)OCO2)C1CCN(S(=O)(=O)N2CCCCC2)CC1	0%	1%	1	-7%	-23%	14%	-1%	9%[1.53 µM]	2
3	c1ccc2oc(SCc3cn4ccsc4n3)nc2c1	-5%	-10%	-3	1%[9.22 µM]	u	-10%	0%	9%	11
4	CCn1c(SCC(=O)NCC2CCCO2)nc2c(c1=O)SCC2 (configuration not stated)	2%	7%	9	5%	11%	u	-2%	2%	-6
5	COc1ccc(S(=O)(=O)NNC(=O)C23CC4CC(CC(C4)C2)C3)cc1	-1%	-2%	-10	-3%	x	x	16%	8%	-10
6	CN(CCOc1ccc(Cl)cc1)C(=O)C1CCN(C(=O)c2ccc(Cl)cc2)CC1	-6%	-1%	6	-8%	x	x	3%	-6%	-61*
7	Cc1cc(C)n(CCN(C)C(=O)CCc2nnc(CCC3CCCCC3)o2)n1	3%	11%	10	-11%	-12%	1%	-1%	0%	2
8	CCCCc1n[nH]c(=S)n1Cc1ccc(C)cc1	-3%	-2%	5	-10%	-30%	0%	-2%	u	26
9	COc1cccc(NC(=O)c2ccc(NC(=O)C(C)C)cc2)c1	-1%	-4%	2	-20%	1%	1%	-1%	-14%	-17
10	Cc1cc(C)c2c(c1)C(=O)/C(=C/c1ccc(C(=O)O)cc1)CC2	-25%	-11%	23	-16%	0%	-15%	u	-21%	-13
11	CCN(CC(=O)Nc1cc(Cl)ccc1C)C(=O)Cn1c(=O)cnc2ccccc21	4%	3%	-19	-3%	u	13%	-2%	0%	5
12	O=C1CC(C(=O)Nc2cccc3ccccc23)C2(CCCC2)O1 (configuration not stated)	-1%	5%	2	-6%	4%	-1%	18%	-22%	-4
13	O=C(CN(CC1CCCO1)C(=O)CNS(=O)(=O)c1ccc(F)cc1)NC1CCCCC1 (configuration not stated)	9%	19%	4	-17%	3%	18%	-4%	5%	4
14	Cc1ccc(C(=O)NCCc2n[nH]c(=S)n2C)cc1	-2%	-1%	6	-11%	9%	26%	6%	10%	-6
15	CCOc1ccccc1C(=O)NCCCn1ccnc1	15%	14%	-6	3%	1%	0%	1%	-18%	22

Full records as entered above. Order of screens: HT1080 IDH1KD tx | HT1080NT lethal | D3 ag | SW480 rerep | KB-V1 cytotox | KB-3-1 tox | MCF10A rerep | GLP1R cytotox | IL1B secr inh
Results for CCn1c(SCC(=O)NCC2CCCO2)nc2c(c1=O)SCC2 (configuration not stated) = 2% | 7% | 9 | 5% | 11% | u | -2% | 2% | -6
Results for CCCCc1n[nH]c(=S)n1Cc1ccc(C)cc1 = -3% | -2% | 5 | -10% | -30% | 0% | -2% | u | 26
Results for O=C(NCc1ccc2c(c1)OCO2)C1CCN(S(=O)(=O)N2CCCCC2)CC1 = 0% | 1% | 1 | -7% | -23% | 14% | -1% | 9%[1.53 µM] | 2
Results for Cc1cc(C)c2c(c1)C(=O)/C(=C/c1ccc(C(=O)O)cc1)CC2 = -25% | -11% | 23 | -16% | 0% | -15% | u | -21% | -13

(next part)
no.	mol	HT1080 IDH1KD tx	HT1080NT lethal	D3 ag	SW480 rerep	KB-V1 cytotox	KB-3-1 tox	MCF10A rerep	GLP1R cytotox	IL1B secr inh
16	CC(C)C12CN3CC(C(C)C)(CN(C1)C3c1ccc3c(c1)OCO3)C2=O (configuration not stated)	-2%	-3%	1	u	-18%	-3%	23%	-19%	21
17	COc1cc(CC(=O)OCC(=O)c2ccc3c(c2)OCCO3)cc(OC)c1OC	1.5µM*	1.6µM*	-1	3.3µM*	0.73µM*	1µM*	1.3µM*	u	60
18	O=C(Nc1ccc(F)cc1)c1ccc(S(=O)(=O)NCC2CCCO2)cc1 (configuration not stated)	3%[9.24 µM]	u	5	-10%	13µM*	u	-2%	-3%	u
19	c1ccc(CN2CCN(c3ncnc4c3[nH]c3ccccc34)CC2)cc1	u	u	17	1%	2.6µM*	18µM*	21µM*	1%	-95*
20	CCCn1c(C)cc(C(=O)COC(=O)c2ccc[nH]c2=O)c1C	0%	1%	3	-5%	u	14%	-10%	17%	-10
21	Cc1csc(=O)n1CC(=O)OCc1nnc(-c2ccc(Cl)cc2)o1	15%	-2%	-11	3%	4%	-8%	-3%	0%	-2
22	COc1ccc(NS(=O)(=O)c2ccc(NC(=O)C(C)(C(F)(F)F)C(F)(F)F)cc2)nn1	6%	8%	4	-6%[9.22 µM]	11%	-2%	2%	-4%	42
23	COc1ccc(/C=N/NC(=O)CCn2cnc(-c3ccccc3)c2-c2ccccc2)cc1OC	8.2µM*	9.2µM*	-4	21µM*	u	6.5µM*	8.2µM*	-23%	16
24	CCCCn1c(NCc2ccc3c(c2)OCO3)nc2ccccc21	-29%	-27%	-11	-6%[9.22 µM]	-7%	u	7%	-10%	-51*
25	O=c1[nH]c2ccc(Cl)cc2c(-c2ccccc2)c1SC(=S)N1CCOCC1	u	16µM*	0	1%	-26%	-27%	u	u	u
26	CCNC(=O)N(C(=O)NCC)n1c(C)nnc1C	9%	9%	4	-3%[9.22 µM]	12%	12%	-4%	-15%	43
27	Cc1ccc(C)c(Nc2c([N+](=O)[O-])cc(C(=O)N3CC(=O)Nc4ccccc43)cc2[N+](=O)[O-])c1	u	-11%	1	u	-6%	u	-11%	-19%	-13
28	CCc1nnc(NC(=O)c2cccc(S(=O)(=O)N3CCN(C(C)=O)CC3)c2)s1	2%	0%	-7	5%	u	-6%	-1%	21%	4
29	CCSc1nc2ccccc2n1CC(=O)O	-1%	0%	3	-1%	0%	7%	0%	-4%	18
30	CCn1c(SCC(=O)NCc2ccccc2)nnc1C(CO)NC(=O)c1ccccc1 (configuration not stated)	2%	-3%	-24	-10%	u	3%	-12%	3%	0
31	C(=N\Nc1ccc(-n2ccnc2)nn1)/c1ccccc1	16%	17%	3	-5%	18%	-3%	8%	4%	-21
32	CN(C)c1ccc(C=c2c3ccccc3n3c2c2ccccc2[n+]3C)cc1	8.2µM*	23µM*	-8	13µM*	u	5.2µM*	u	u	-66*
33	CCCc1oc(C(=O)O)cc1CN	u	0%	0	21%	2%	-4%	-12%	3%	-20
34	NC(=O)C1CCN(C(c2ccccc2Cl)c2nnnn2CC2CCCO2)CC1 (configuration not stated)	15%	14%	2	-6%	1%	-1%	-3%	3%	0
35	Cc1nn(CCC(=O)O)c2nc(-c3cccnc3)cc(C(F)(F)F)c12	-2%	1%	2	3%	11%	0%	0%	-2%	22
36	CO/N=C/NC(=O)c1c(OC)ccnc1Oc1ccc(F)cc1	23%	8%	7	-4%	u	3%	10%	9%	-5
37	CC1=CS(=O)(=O)CC1SC(=S)N(C)C1CCS(=O)(=O)C1 (configuration not stated)	9%	9%	1	2%	7%	6%	-1%	2%	36
38	CCOC(=O)C1=C(CN2CCN(c3ccc(F)cc3)CC2)NC(=O)NC1c1cccs1 (configuration not stated)	u	-25%	-1	2%	u	u	18%	-23%	23
39	CSc1ccc(S(=O)(=O)Nc2ccc(NC(C)=O)cc2)cc1	-3%	-7%	-9	-7%	-4%	-17%	0%	-11%	-19
40	O=C(Nc1ccc(Cl)cc1)C1C2CCCCC21 (configuration not stated)	16%	15%	0	3%	-5%	4%	-3%	1%	2

An excerpt of these results, with two lines to a compound:
Every second line gives: HT1080 IDH1KD tx | HT1080NT lethal | D3 ag | SW480 rerep | KB-V1 cytotox | KB-3-1 tox | MCF10A rerep | GLP1R cytotox | IL1B secr inh
[36] CO/N=C/NC(=O)c1c(OC)ccnc1Oc1ccc(F)cc1
→ 23% | 8% | 7 | -4% | u | 3% | 10% | 9% | -5
[37] CC1=CS(=O)(=O)CC1SC(=S)N(C)C1CCS(=O)(=O)C1 (configuration not stated)
→ 9% | 9% | 1 | 2% | 7% | 6% | -1% | 2% | 36
[38] CCOC(=O)C1=C(CN2CCN(c3ccc(F)cc3)CC2)NC(=O)NC1c1cccs1 (configuration not stated)
→ u | -25% | -1 | 2% | u | u | 18% | -23% | 23
[39] CSc1ccc(S(=O)(=O)Nc2ccc(NC(C)=O)cc2)cc1
→ -3% | -7% | -9 | -7% | -4% | -17% | 0% | -11% | -19
